# From PubChem
# Wee1 degr inh – blocks degradation of human Wee1 kinase | P30291 | HeLa Luc-Wee1K328M stability, luciferase luminescence; 100% = proteasome inhibitor MG132 effect | reporter increase, % at 5 µM | 1.2% of 220,000 active | AID 1321;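 active = activation above the mean of all tested compounds plus 3 SD, set per screening run, cut at about 8.8% in these data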;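 note: cells exposed to compound for 20 h before luminescence read; 0% = DMSO alone and 100% = MG132 at 30 µM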
# Target sequence (P30291 whole entry K328M): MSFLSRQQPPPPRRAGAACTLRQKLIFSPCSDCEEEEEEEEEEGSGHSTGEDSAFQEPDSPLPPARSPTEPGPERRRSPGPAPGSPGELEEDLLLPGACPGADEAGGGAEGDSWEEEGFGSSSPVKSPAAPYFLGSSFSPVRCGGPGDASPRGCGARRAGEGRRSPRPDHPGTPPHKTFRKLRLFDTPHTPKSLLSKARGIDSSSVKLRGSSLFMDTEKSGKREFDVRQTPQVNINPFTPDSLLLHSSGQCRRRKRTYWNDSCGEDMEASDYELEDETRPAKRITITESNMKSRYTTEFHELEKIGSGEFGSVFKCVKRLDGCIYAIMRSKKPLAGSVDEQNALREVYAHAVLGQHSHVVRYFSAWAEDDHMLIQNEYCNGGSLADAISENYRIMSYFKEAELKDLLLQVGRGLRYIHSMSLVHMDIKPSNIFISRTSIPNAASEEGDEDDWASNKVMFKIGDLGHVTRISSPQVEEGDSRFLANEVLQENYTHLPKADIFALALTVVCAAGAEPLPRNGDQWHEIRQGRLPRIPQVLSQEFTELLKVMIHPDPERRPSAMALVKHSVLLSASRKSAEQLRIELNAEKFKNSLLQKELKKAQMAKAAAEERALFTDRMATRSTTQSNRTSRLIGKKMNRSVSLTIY
# zVAD death inh – L929 zVAD cell death inhibition. L929 zVAD necroptosis rescue, ATP luminescence, 24 h; with zVAD 60 µM. viability rescue, % at 10 µM. 0.38% of 220,000 active;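 active = activation, scaled between plate controls, above about 75%, limit read from the data; inactive = activation under that limit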;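 note: 0% = zVAD with DMSO and 100% = DMSO alone without zVAD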
# Tb hexokinase – T. brucei hexokinase 1 inhibition; inhibition, % at 10 µM; AID 1430; 0.11% of 220,000 active; recombinant TbHK1, G6PDH-coupled NADH A340;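 active = inhibition of 50% or more in the single-dose primary screen; inactive = inhibition below 50%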
# FXIIa inh – factor XIIa (human) inhibition. P00748. AID 800. purified FXIIa, Boc-QGR-AMC fluorogenic substrate, 2 h. inhibition, % at 5 µM. 0.3% of 220,000 active; in the data active = inhibition above about 40%;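 note: 0% = enzyme with no compound and 100% = blank without enzyme; many of its hits are not listed in these tables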
# CHOP inh – inhibitors of CHOP induction in ER stress response. AID 2732. inhibition, % at 10 µM. CHO-K1 CHOP-promoter luciferase, tunicamycin-induced, 15-18 h. 3.8% of 220,000 active;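 active = compounds that reduced the stress-induced luciferase reporter signal by more than about 70% of percent inhibition, limit read from the data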;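 note: 0% = tunicamycin plus vehicle and 100% = wells without tunicamycin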
# PGE2 EP2 inh – inhibitors of human EP2 prostaglandin E2 receptor. P43116. C6 glioma cells expressing human EP2, cAMP TR-FRET; cells stimulated with saturating PGE2. inhibition, % at 25 µM. 0.52% of 260,000 active. AID 1422;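 active = percent inhibition above 40 after rounding to a whole number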;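 note: rat C6 glioma host cells with rolipram phosphodiesterase inhibitor present; the protocol text gives 20 µM as final concentration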
# Target sequence (P43116 whole entry, looked up): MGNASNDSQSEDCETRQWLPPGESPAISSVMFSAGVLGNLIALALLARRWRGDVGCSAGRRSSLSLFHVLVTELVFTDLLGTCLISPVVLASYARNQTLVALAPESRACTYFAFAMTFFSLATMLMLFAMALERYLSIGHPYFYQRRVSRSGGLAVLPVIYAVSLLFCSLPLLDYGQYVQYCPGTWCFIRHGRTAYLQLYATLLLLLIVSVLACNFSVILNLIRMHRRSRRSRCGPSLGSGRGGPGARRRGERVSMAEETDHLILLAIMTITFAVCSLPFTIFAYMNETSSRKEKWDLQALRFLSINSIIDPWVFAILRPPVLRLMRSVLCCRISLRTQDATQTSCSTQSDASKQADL
# PPC-1+TRAIL kill – PPC-1 cancer cell killing with TRAIL present; 0.41% of 220,000 active; cell killing (% activity), % at 4 µM; AID 1443; PPC-1 cells + TRAIL, ATPLite viability luminescence;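 active = cell killing above 50% in the first pass at 4 µM, then a duplicate retest at 5 µM averaging 50% or more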;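 note: plate controls were cells with TRAIL plus DMSO for no effect and medium-only wells lacking cells for full effect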
# TNF necrop inh – blocks TNF-alpha induced death of Jurkat FADD-/- cells; Jurkat FADD-/- TNF necroptosis rescue, ATP luminescence, 24 h; 0 = TNF only, 100 = no-TNF cells; activation (protection from cell death), % at 10 µM; AID 463075; 0.068% of 220,000 active;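 active = activation, meaning protection from cell death, of at least 50% relative to plate controls; inactive = activation below 50%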;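 note: necroptosis triggered by 40 ng/mL TNF-alpha added together with compound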
# FXIa inh – blocks human coagulation factor XIa protease activity | purified FXIa, Boc-Glu-Ala-Arg-AMC fluorogenic substrate | P03951 | AID 798 | 0.14% of 220,000 active | inhibition, % at 5 µM;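 active = inhibition of at least 40%; inactive = inhibition below 40%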;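 note: fluorescence of freed AMC excited at 355 nm; 0% = enzyme without compound and 100% = no enzyme blank; many of its hits are not listed in these tables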
# The depositor's hits bear a star; · = no result given; & = joins results of further samples.
SMILES,Wee1 degr inh,zVAD death inh,Tb hexokinase,FXIIa inh,CHOP inh,PGE2 EP2 inh,PPC-1+TRAIL kill,TNF necrop inh,FXIa inh
Cc1cc(C)cc(NC(=S)NC2CC3CCCC(C2)N3C2CCCC2)c1 (stereo not given),1,-0.6,5,5,2,9,12,-0.5,-3
CCOC(=O)C(NC(C)=O)C(=O)Nc1ccc(C)cc1C (stereo not given),-2,3.7,-4,5,2,6,2,0.6,8
CC1CC(C)CN(c2nc3c(c(=O)[nH]c(=O)n3C)n2CCCSc2nc3ccccc3s2)C1 (stereo not given),0,1.9,2,·,·,·,·,0.5,·
O=C(NCC(c1cccnc1)N1CCOCC1)c1cccs1 (stereo not given),-1,0.2,4,5,6,8,-4,-0.5,4
COc1cc2c(cc1OC)C(COc1ccc3c(C)cc(=O)oc3c1)N(C(=O)c1ccco1)CC2 (stereo not given),5,-0.1,-2,8,25,4,17,-4.0,6
CCOC(=O)CN(Cc1sccc1C)C(=O)Nc1ccc(OCC)cc1,-1,1.3,3,9,19,7,21,2.3,1
Cc1nn(C)c(C)c1CN(Cc1nc(-c2cc(F)ccc2F)oc1C)C1CC1,-3,0.0,-4,3,-3,3,-2,0.5,-3
Cc1cc(C)c(C)c(C(=O)CSc2nnc(-c3ccc4[nH]c(C)c(C)c4c3)o2)c1C,3,-0.6,-8,12,71*,11,17,-4.3,4
CCNC(=S)Nc1cccc(S(=O)(=O)Nc2ccccc2OC)c1,2,0.8,0,-1,14,11,15,-0.9,-5
COCCNC(=S)N/N=C/c1ccc(-c2ccc([N+](=O)[O-])cc2)o1,0,-0.5,-19,8,-7,5,15,-1.5,13
CC(=O)N(C)N(C)c1cc(C)nc(N)n1,-1,0.5,-6,2,-1,5,10,1.0,-3
CN1CCN(c2ccc(S(=O)(=O)N3CCCCC3)cc2NC(=O)Cc2ccccc2F)CC1,-1,0.1,9,3,42,5,26,2.3,-2
O=C(CCCN1C(=O)/C(=C\c2cccs2)SC1=S)NNC(=O)c1cccnc1,10*,0.7,-8,3,28,4,-9,2.2,-2
COc1ccc(/C=N/n2cnn(Cc3ccccc3Cl)c2=S)cc1OC,-1,-0.2,-11,4,33,3,1,-2.5,2
CCC(=O)Nc1ccc(-c2cc3ccccc3oc2=O)cc1,22*,32,-18,-2,70,12&8,11,0.7,-7
Cc1ccc(C2=NC(C)(C)N=C2SCC(=O)Nc2ccc(Cl)cc2)cc1,0,0.4,-13,7,69,7,-17,-4.5,3
COc1ccc(NC(=S)/N=C(\N)Nc2nc(C)c3ccccc3n2)cc1,-2,1.4,-17,6,36,3,25,-9.4,1
CCOCCOC(=O)C1=C(C)N(C)C(=O)NC1c1cc(Cl)c(O)c(OC)c1 (stereo not given),1,-0.4,-1,1,15,4,4,-0.9,-4
CCc1ccc(C2CC(c3ccccc3Cl)Nc3nc(N)nn32)cc1 (stereo not given),3,1.0,7,7,24,13,15,-1.6,-2
Cc1cccc(NC(=S)N(CCc2ccncc2)C(C)C)c1C,2,0.0,-6,6,5,6,0,-0.5,0
O=C(Nc1ccccc1)N1N=C(c2cccs2)CC1c1cccs1 (stereo not given),1,1.1,33,8,-2,9,6,3.2,2
CCCOC(=O)Cn1c(=O)c2cc3c(=O)n(CC(=O)OCCC)c(=O)c3cc2c1=O,-4,1.2,-3,7,0,0,12,1.7,4
O=C(NCc1cccnc1)c1ccccc1NS(=O)(=O)c1ccc(F)cc1F,4,0.2,-11,7,-5,8,19,-0.7,2
CC(C)OCCCNC(=O)C1CCC(=O)N1C1CCCC1 (stereo not given),-2,0.8,-3,15,4,7,6,1.1,3
OC12CCCCC1C(c1ccc3c(c1)OCO3)N(Cc1ccc(F)cc1)CC2 (stereo not given),1,0.7,-2,-3,90*,12,-2,-4.0,-11
# The list continues.
SMILES,Wee1 degr inh,zVAD death inh,Tb hexokinase,FXIIa inh,CHOP inh,PGE2 EP2 inh,PPC-1+TRAIL kill,TNF necrop inh,FXIa inh
OCCSc1nc(-c2ccccc2)nc2ccc(F)cc12,-2,5.2,-2,0,36,12&9,-13,2.8,-4
CCN(CC)C(CNS(=O)(=O)c1ccc(Cl)cc1)c1ccccc1 (stereo not given),-1,0.2,-2,8,19,14,16,0.5,-1
CC(C)(C)c1ccc(/C=N/NC(=O)Cc2c[nH]c3ccccc23)cc1,0,1.1,4,6,25,12,13,-5.1,8
Fc1ccc(NC(=S)N2CCN(c3ncccn3)CC2)cc1,-2,0.8,-10,-5,17,9,8,-0.3,-7
O=C(CSc1ncnc2nc[nH]c12)Nc1nnc(SCc2ccc(Cl)c(Cl)c2)s1,-3,4.7,1,-10,53,8,32,0.6,-3
Cc1cc(NS(=O)(=O)c2ccc(NC(=S)Nc3ccc(Cl)cc3C)cc2)no1,1,2.2,-4,11,4,3,2,-0.6,0
CCCn1c(SCC(=O)Nc2nc(C)cs2)nnc1-c1cccnc1,-2,1.1,5,8,4,11,6,0.5,6
COc1ccc(NC(=O)C(CCSC)NC(N)=O)cc1Cl (stereo not given),4,1.5,-4,6,4,5,-9,0.6,-3
Cc1ccc(S(=O)(=O)NCCn2c(C)cc3ccccc32)cc1,0,0.2,6,7,65,·,-16,-0.4,0
CC(=O)N/C(=N\OCc1ccccc1Cl)c1nonc1NC(C)=O,3,0.0,36,9,-5,8,20,0.9,0
NS(=O)(=O)c1ccc(NC(=O)CN2CCc3ccccc32)cc1,-3,1.4,1,5,10,9,8,3.2,5
CCCCC(C(=O)NC1CCCC1)N(Cc1ccco1)C(=O)Cn1nnc(-c2ccc(F)cc2)n1 (stereo not given),1,0.0,-3,14,52,11,28,-0.7,3
COC(=O)c1ccc(CSc2ncnc3c2nnn3-c2ccc(OC)cc2)o1,12*,0.0,5,15,-4,5,22,-1.3,-3
CC(=O)c1cccc(NC(=S)NCCCCc2ccccc2)c1,-2,-0.4,-5,6,5,12,7,-5.4,14
CCOC(=O)c1c(C)nc2sc3c(=O)n(-c4ccc(C(C)=O)cc4)nnc3c2c1-c1ccc(OC)cc1,-1,0.3,-19,0,-7,17,17,-19,-7
Cc1ccc(NC(=O)CCC(=O)NNC(=O)c2cccc([N+](=O)[O-])c2)cc1C,0,-0.2,-7,3,30,5,3,-2.9,-1
CCN(CC)c1ccc(/C=N/NC(=O)Cc2cccs2)cc1,-3,2.9,-40,7,13,8,-3,3.5,-2
Cc1ccc(C)n1C1CCS(=O)(=O)C1 (stereo not given),-2,-0.3,-3,15,26,·,-4,-0.7,-3
COc1ccc(N2C(=O)NC3CC2(C)Oc2ccccc23)cc1 (stereo not given),-1,1.9,3,12,1,-1,-8,-0.5,-2
CC(C)(C)NC(=O)COC(=O)c1ccc(S(=O)(=O)N2CCCC2)cc1,2,4.2,-5,6,-16,9,15,1.3,-3
O=C(NCCc1ccccn1)C(F)(F)C(F)(F)C(F)(F)C(F)(F)C(F)(F)C(F)(F)C(F)(F)C(F)F,0,1.3,9,6,-7,9,26,0.1,9
COc1ccc(/C=C2/SC(=O)N(CCCCCC(=O)Nc3ccccc3C(=O)O)C2=S)cc1,1,10,12,2,34,7,41,-1.9,-2
Cc1ccc(C2C3=C(CCCC3=O)OC3=C2C(=O)CCC3)cc1,4,-0.1,0,10,14,6,5,-1.1,5
CCOc1ccc(NC(=O)c2c[nH]n3c(=O)cc(C4CCN(C(=O)OC(C)(C)C)CC4)nc23)cc1,-3,2.7,-3,3,4,7,8,4.8,0
CC(NC(=O)CSc1nnc(-c2cccc(S(=O)(=O)N3CCCCC3)c2)o1)C12CC3CC(CC(C3)C1)C2 (stereo not given),-2,-1.7,0,19,15,3,-1,0.3,-2

# Entries above containing an NH in an aromatic ring (5):
SMILES,Wee1 degr inh,zVAD death inh,Tb hexokinase,FXIIa inh,CHOP inh,PGE2 EP2 inh,PPC-1+TRAIL kill,TNF necrop inh,FXIa inh
CC1CC(C)CN(c2nc3c(c(=O)[nH]c(=O)n3C)n2CCCSc2nc3ccccc3s2)C1 (stereo not given),0,1.9,2,·,·,·,·,0.5,·
Cc1cc(C)c(C)c(C(=O)CSc2nnc(-c3ccc4[nH]c(C)c(C)c4c3)o2)c1C,3,-0.6,-8,12,71*,11,17,-4.3,4
CC(C)(C)c1ccc(/C=N/NC(=O)Cc2c[nH]c3ccccc23)cc1,0,1.1,4,6,25,12,13,-5.1,8
O=C(CSc1ncnc2nc[nH]c12)Nc1nnc(SCc2ccc(Cl)c(Cl)c2)s1,-3,4.7,1,-10,53,8,32,0.6,-3
CCOc1ccc(NC(=O)c2c[nH]n3c(=O)cc(C4CCN(C(=O)OC(C)(C)C)CC4)nc23)cc1,-3,2.7,-3,3,4,7,8,4.8,0

# New compounds follow
SMILES,Wee1 degr inh,zVAD death inh,Tb hexokinase,FXIIa inh,CHOP inh,PGE2 EP2 inh,PPC-1+TRAIL kill,TNF necrop inh,FXIa inh
COc1ccc(S(=O)(=O)N2CCOCC2)cc1NS(=O)(=O)/C=C/c1ccccc1,-1,0.1,-3,12,-5,8,7,0.1,4
NC(=O)c1c(NC(=O)C2CCCO2)sc2c1CCCC2 (stereo not given),-1,0.0,-7,10,-11,6,-31,1.0,4
CC(=O)c1cccc(NC(=O)CN(c2ccc(F)cc2)S(C)(=O)=O)c1,-1,0.1,7,14,-2,7,16,1.1,5
Cc1ccc2[nH]c(C)c(CCNC(=O)c3cc4cc([N+](=O)[O-])ccc4oc3=O)c2c1,5,20,-15,10,89*,3,18,2.1,9
COc1ccc(S(=O)(=O)N(Cc2ccc(OC)c(OC)c2)Cc2ccco2)cc1,-3,-0.3,-9,11,62,9,-2,-1.2,6
CC(=O)c1cccc(NC(=O)CN(C)Cc2ccc(OC(F)F)cc2)c1,0,0.8,-4,7,2,4,21,3.0,2
CC(O)/C=C/c1cccc[n+]1C (stereo not given),-1,0.1,-3,12,-11,4,12,-2.0,7
Cc1cc(NC(=O)CCCSc2nc(-c3ccco3)cc(C(F)(F)F)n2)no1,0,0.4,-6,18,88*,11&8,13,-0.1,6
O=[N+]([O-])c1cccc(-c2ccc(/C=N/NC(=S)Nc3cccc(F)c3)o2)c1,6,-0.1,-11,14,-10,3,-4,-5.6,5
Cc1noc(C)c1COc1ccc(C(=O)OCC(=O)N2CC(=O)Nc3ccccc32)cc1,0,-0.1,-3,0,-21,7,16,-1.5,-5
CC(OC(=O)c1ccc2c(=O)n3c(nc2c1)CCCCC3)C(=O)Nc1ccc(F)cc1Cl (stereo not given),3,0.9,9,3,65,4,35,2.2,-7
O=C1CCCN1CCC1CCCCN1Cc1nc(-c2cnccn2)no1 (stereo not given),-1,2.3,-8,0,-1,-1,26,1.3,-3
COc1ccc(/C=N/N=C2/NC(=O)C(CC(=O)O)S2)cc1OCc1ccc(Cl)cc1 (stereo not given),-2,1.7,-42,5,-4,5,10,1.9,4
FC(F)(F)c1cccc(NC(=S)NCC2COc3ccccc3O2)c1 (stereo not given),-1,0.1,27,3,103*,10,20,1.7,4
CCN1CCN(CCc2nc3cc([N+](=O)[O-])ccc3n2C)CC1,9.3*,0.1,-23,6,6,10,-3,1.9,-1
COCCCNS(=O)(=O)c1ccc2c(c1)CCN2C(C)=O,1,0.1,1,3,-6,17,11,1.0,1
O=C(Nc1ccc(N2CCOCC2)cc1N1CCOCC1)c1cccs1,-1,-0.6,-15,10,9,6,18,-0.7,3
CCCOc1ccc(N2C(=O)CC(NCc3cccs3)C2=O)cc1 (stereo not given),0,1.5,-1,15,17,15,-13,-0.5,16
Oc1ccccc1-c1cc(-c2cccc(F)c2)n[nH]1,4,1.5,1,17,70,9,16,-5.3,3
CC1(C)CC(C2N3CC4(C)CN2CC(C)(C3)C4=O)CCO1 (stereo not given),-2,0.3,3,13,-6,-2,-1,-2.3,7
O=C(Cn1c(-c2cscn2)nc2ccccc21)Nc1ccc(Cl)cc1,3,-0.5,2,1,-17,0,36,0.4,-7
CCOc1ccc(C2Nc3cccc4cccc(c34)N2)cc1OC,5,0.4,-25,12,-7,6,14,-6.9,3

# These rows are one share of the data, so the mix of outcomes need not match the whole.
